# Bcl-B displacement: displacers of TR3 peptide from Bcl-B, primary screen, selectivity assay for Bfl-1 inhibitor project, biochemical, fluorescence polarization; displacement, % at 20 µM, or IC50 in µM where a hit was titrated; AID 748; actives 0.11% (n = 96,000); FP displacement of FITC-TR3 peptide from Bcl-B; higher % means a stronger effect;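 active = displacement above 50% at 20 µM plus a fluorescence interference ratio under 1.5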;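 note: plate controls were wells without compound for no effect and wells lacking Bcl-B protein for full effect; a part of the inactive calls stands beside numbers as strong as those of hits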
# PLAP inhibitors HTS: inhibition of human placental alkaline phosphatase – biochemical, luminescence, HTS (AID 690). inhibition, % at 20 µM; hits with a dose series show IC50 in µM. purified PLAP, luminescent substrate; higher % means a stronger effect. actives 0.08% (n = 96,000); in the data active = a potency from the dose series; inactive = the rest, 99 in 100 with inhibition below about 30%; note: strong numbers were not always called active
# IL1B NFkB inh: blocks IL-1B driven NFkB nuclear translocation in HUVEC cells; HUVEC IL-1B NFkB p65 nuclear translocation imaging; inhibition, % at 2 µM; actives 0.43% (n = 94,000); AID 796;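 active = inhibition above about 30% together with a positive call from visual inspection of the well image, limit read from the data; inconclusive = inhibition above a set limit but visual check negative; inactive = inhibition not above a set limit, visual check negative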;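 note: nuclear over cytoplasmic p65 intensity ratio measured by imaging; 0% = IL-1B stimulated DMSO wells and 100% = unstimulated DMSO wells; values of inactives mirror those of a sister screen read the other way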
# MRP reversal: compounds reversing MRP-mediated drug resistance; H69AR cells + 2 uM doxorubicin, CellTiter-Glo, 72 h; differential viability (reversal), % at 10 µM; actives 0.04% (n = 85,000); AID 602;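 active = viability drop by adding the cancer drug above about 55%, with treated viability meeting a 40% cutoff, limit read from the data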;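 note: viability without doxorubicin minus viability with 2 µM doxorubicin for each compound; larger differential means the compound sensitizes cells more to doxorubicin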
# NFkB transloc pot: enhances IL-1B driven NFkB nuclear translocation | activation, % at 2 µM | HUVEC IL-1B NFkB p65 nuclear translocation imaging | actives 0.3% (n = 94,000);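 active = activation above 40%, about the mean plus 3 SD, also judged a hit on visual image review; inconclusive = activation above 40% but not a hit on visual review; inactive = activation not above 40% and no visual hit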;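 note: percent activation is computed from the nuclear over cytoplasmic p65 intensity ratio; values of inactives mirror those of a sister screen read the other way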
# MRP reversal cytotoxicity: further read-out of MRP reversal, marked with its call; viability, %; H69AR cells, CellTiter-Glo, 72 h; measured here: cytotoxicity without doxorubicin
# MRP reversal with doxorubicin: recorded beside MRP reversal, whose call it bears; viability, %; measured here: viability with 2 uM doxorubicin; hits give low values
# IL1B NFkB inh cell count 2 µM: also measured in IL1B NFkB inh; calls as there; cell count; measured here: cells passing quality filter;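 raw number of nuclei counted in each imaged well without normalization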
# NFkB transloc pot cell count 2 µM: also measured in NFkB transloc pot; calls as there; cell count; measured here: cells passing quality filter
# Active calls of the source: *; u = inconclusive; x = no result given. Some of the compounds tested, so the mix of outcomes need not match the whole.
# Start of the listing, in advance (two entries):
SMILES,Bcl-B displacement,PLAP inhibitors HTS,IL1B NFkB inh,IL1B NFkB inh cell count 2 µM,MRP reversal,MRP reversal cytotoxicity,MRP reversal with doxorubicin,NFkB transloc pot,NFkB transloc pot cell count 2 µM
CCOC(=O)c1ccc(NC(=O)CSc2nnc(C3CC3)n2C)cc1,x,x,0,115,1,96,95,0,115
Cc1cc([N+](=O)[O-])c(NC2CCCCC2)c([N+](=O)[O-])c1,x,x,-3,164,x,x,x,3,164

# This part in full, from the start:
SMILES,Bcl-B displacement,PLAP inhibitors HTS,IL1B NFkB inh,IL1B NFkB inh cell count 2 µM,MRP reversal,MRP reversal cytotoxicity,MRP reversal with doxorubicin,NFkB transloc pot,NFkB transloc pot cell count 2 µM
CCOC(=O)c1ccc(NC(=O)CSc2nnc(C3CC3)n2C)cc1,x,x,0,115,1,96,95,0,115
Cc1cc([N+](=O)[O-])c(NC2CCCCC2)c([N+](=O)[O-])c1,x,x,-3,164,x,x,x,3,164
CCOc1ccc(C(C)=O)cc1N1C(=O)C2C3C=CC(C3=C(C)C)C2C1=O (configuration not stated),-1%,-22%,-6,197,x,x,x,6,197
Cc1cccc(C)c1NC(=O)CNc1ccccc1,0%,-22%,6,138,13,91,78,-6,138
Cc1ccc(C(N)=O)cc1S(=O)(=O)Nc1cccc(C)c1C,4%,-3%,-2,156,-5,98,103,2,156
O=C(c1ccco1)N1CCN(c2ncnc3scc(-c4ccccc4)c23)CC1,-7%,-89%,-1,149,-6,40,46,1,149
O=C(CSCc1ccc(F)cc1)NCc1ccco1,2%,-33%,-8,187,1,97,96,8,187
CC1CC(C)CN(CCC(=O)Nc2cccc(Cl)c2)C1 (configuration not stated),-5%,-1%,-3,65,8,91,83,3,65
Cc1ccc(-c2c3c(=O)n(C)c(=O)n(C)c3cn2N2CCOCC2)cc1,-4%,-27%,-4,114,24,46,22,4,114
Cc1ccc(OCC(=O)Nc2ccc(S(=O)(=O)Nc3onc(C)c3C)cc2)cc1,13%,-19%,-4,150,13,105,92,4,150
Cc1ccc2c3c([nH]c2c1C)-c1nonc1CC3,x,x,8,102,0,90,90,-8,102
O=C(NCCCN1CCCC1)C1CCC(=O)N1C1CCCCC1 (configuration not stated),-4%,16%,-2,119,8,89,82,2,119
CCCS(=O)(=O)N1CCCC(C(=O)NCCCN(C)c2ccccc2)C1 (configuration not stated),10%,-8%,4,144,2,78,76,-4,144
O=C(c1c(F)cccc1F)N1CCN(c2ccccc2F)CC1,2%,3%,4,139,-17,70,87,-4,139
CCOC(=O)Cn1cnc2sc3c(c2c1=O)CCC3,24%,-16%,-18,93,53,101,48,18,93
[O-][N+]12CCN(CC1)c1ccccc12,5%,2%,-8,170,x,x,x,8,170
CN(C)S(=O)(=O)N1CCN(C(=O)N2CCCCC2)CC1,-7%,-15%,-10,175,-7,107,114,10,175
O=C(Cc1ccccc1)N[C@H](c1ccccc1)P(=O)(O)CO,-16%,12%,-12,207,-2,88,90,12,207
CCCN(CCC)S(=O)(=O)c1ccc2c(c1)CCCN2C(C)=O,-12%,-36%,x,x,4,88,84,x,x
O=C(NC(=S)Nc1ncc(Br)cc1Br)c1cncc(Br)c1,-12%,-10%,-14,185,x,x,x,14,185
O=C(c1cccnc1)N1CCN(Cc2ccc3c(c2)OCO3)CC1,-1%,-3%,-25,184,4,91,86,25,184
Cc1ccc(S(=O)(=O)NC2(C(F)(F)F)NC(=O)N(C)C2=O)cc1 (configuration not stated),2%,-40%,-5,121,3,89,86,5,121
COc1ccc(-c2nc(C#N)c(NC(C)c3ccccc3)o2)cc1OC (configuration not stated),-7%,-11%,8,203,x,x,x,-8,203
O=c1[nH]c(N2CCOCC2)nc2c1CCCC2,0%,6%,-5,149,x,x,x,5,149
CCCc1cc(=O)n2[nH]cnc2n1,-2%,-36%,-2,176,-1,101,101,2,176
CCOc1ccc(Oc2nc(Nc3ccc(C)cc3)nc(N(C)C)n2)nn1,-7%,-14%,-8,116,3,85,82,8,116
Cc1ccc(NC(=O)CS(=O)(=O)c2c[nH]c3ccccc23)c(C)c1,-3%,13%,9,97,0,84,85,-9,97
CC(/C=N/O)Cc1ccc2c(c1)OCO2 (configuration not stated),-32%,x,-8,107,x,x,x,8,107
CC(Sc1nnc(N)s1)c1ccccc1Cl (configuration not stated),-1%,34%,-30,206,3,90,87,30,206
CCOC(=O)C1=C(CN2CCSCC2)NC(=O)NC1c1cc(C)ccc1C (configuration not stated),-4%,20%,-8,135,4,65,61,8,135
CC(C)=CC(=O)Nc1nnc(-c2ccc(F)cc2)s1,3%,15%,-4,118,x,x,x,4,118
Cn1c(NC(=O)c2cccc(Cn3cc(Cl)cn3)c2)nc2ccccc21,-11%,-14%,6,78,-8,37,45,-6,78
Cc1sc2c(c1C)c(=O)n(-c1ccc(F)cc1)c(=O)n2CC(=O)NCc1ccco1,-2%,15%,-3,128,x,x,x,3,128
N#CC1=C(N)N(c2ccccc2)C(c2ccccc2)C1(C#N)C#N (configuration not stated),3%,0%,0,180,-5,71,76,0,180
CCOC(=O)c1cnn(-c2ccccn2)c1N,-6%,-15%,9,205,0,117,116,-9,205
COC(=O)c1ccc(CSc2nnc(CNC(=O)c3cccs3)o2)o1,-6%,28%,-19,137,4,99,95,19,137
COCC(C)NC(=O)NC(=O)c1ccc(Cl)cc1 (configuration not stated),0%,19%,-16,181,-3,95,98,15,181
CC1(C)CC(=O)C=C(Nc2ccccc2NC(=O)c2cnccn2)C1,8%,-24%,-1,170,3,97,94,1,170
CN1CCN(CCCNC(=O)Cn2nc(-c3ccccc3)ccc2=O)CC1,2%,-37%,x,x,7,96,89,x,x
CC(C)C(=O)NCCn1ccc2ccccc21,0%,3%,-27,58,-2,112,115,27,58
C=CCn1c(N)c(C(=O)OCCC)c2nc3ccccc3nc21,5%,-23%,-10,180,-21,64,85,10,180
O=C(C1CCN(S(=O)(=O)N2CCOCC2)CC1)N1CCN(c2ccccc2)CC1,0%,-29%,0,115,17,99,82,0,115
COC(=O)c1cc(N2C(=O)C3C(C2=O)C2(C)C=CC3(C)O2)ccc1Cl (configuration not stated),4%,-13%,x,x,-8,1,9,x,x
CCn1nc(C(=O)NCCc2ccc(S(N)(=O)=O)cc2)c2ccccc2c1=O,-9%,8%,x,x,12,95,83,x,x
Cc1ccc(Cl)cc1N1CCN(C(=O)C2CCN(S(=O)(=O)c3c(C)nn(C)c3C)CC2)CC1,-12%,-39%,-25,199,5,25,20,25,199
O=C(Nc1ccn(-c2ccccc2)n1)c1ccc(S(=O)(=O)N2CCCCCC2)cc1,-4%,16%,5,109,1,79,79,-5,109
COc1cc2c(C(=O)N3CCN(C4CCCCC4)CC3)cn(CC(C)C)c(=O)c2cc1OC,2%,-59%,-35,126,-6,71,78,35,126
COc1ccc(C(=O)Cn2c(Br)nc3c2c(=O)n(C)c(=O)n3C)cc1OC,-15%,6%,1,84,-4,69,72,-1,84
Nc1nsnc1C(=O)NCCO,54%,-33%,-22,159,-25,70,95,22,159
O=C(NCc1ccccc1)C(c1ccc(O)cc1)N(C(=O)Cn1nnc(-c2cccs2)n1)c1ccc2c(c1)OCCO2 (configuration not stated),x,x,-17,120,-8,100,108,17,120
CCOc1ccc(CNc2ccc3c(c2)ncn3C)cc1,-1%,9%,-6,185,-7,88,95,6,185
Cn1cc([N+](=O)[O-])c(C(=O)Nc2ccc3c(c2)OCCO3)n1,-2%,-5%,0,127,x,x,x,0,127
COc1ccc(NC(=O)OC(C)C)cc1,1%,-10%,1,138,10,99,89,-1,138
COCC(=O)Nc1cc([N+](=O)[O-])ccc1C,9%,11%,2,145,x,x,x,-2,145
COc1ccc(S(=O)(=O)N2CCN(C(=O)NCc3ccccc3)CC2)cc1,7%,4%,-2,127,19,105,86,2,127
Cc1cccc(N2CCN(C(=O)C(Cc3ccccc3)n3cccc3)CC2)c1C (configuration not stated),2%,-20%,4,54,-40,23,63,-3,54
O=C(CC(=O)N/N=C/c1ccc(Cl)cc1Cl)NCc1ccccc1,-1%,1%,-8,178,x,x,x,8,178
C(=C\c1cc(/C=C/c2ccccc2)ncn1)/c1ccccc1,5%,-14%,2,182,8,80,72,-2,182
Cc1ccc(C)n1NC(=O)c1ccco1,-1%,-4%,u,x,0,100,101,-41,137
COc1ccccc1N1CCN(CC(O)COc2ccc3c(C)cc(=O)oc3c2)CC1 (configuration not stated),x,x,4,98,x,x,x,-4,98

# (cont.)
SMILES,Bcl-B displacement,PLAP inhibitors HTS,IL1B NFkB inh,IL1B NFkB inh cell count 2 µM,MRP reversal,MRP reversal cytotoxicity,MRP reversal with doxorubicin,NFkB transloc pot,NFkB transloc pot cell count 2 µM
OCCNc1nc2ccc(Cl)cc2[nH]1,-2%,-18%,-4,129,2,96,94,4,129
Cc1ccc2c(C)[nH]c(=O)cc2c1,-10%,9%,11,104,-5,72,77,-11,104
O=C(C1CCC1)N1CCN(Cc2ccccc2)CC1,-8%,-18%,-7,147,4,100,97,7,147
Cc1cc(C)c(Cn2c(=O)n(CCCC(=O)NCc3ccco3)c(=O)c3ccccc32)c(C)c1,x,x,-16,154,18,106,87,16,154
COc1ccc(NC(=O)C2CCC(=O)N2S(=O)(=O)c2ccc(C)cc2)c(OC)c1 (configuration not stated),-9%,-4%,-6,157,7,100,92,6,157
CCOC(=O)c1ccc(NC(=O)CC2C(=O)N(c3ccccc3)C(=O)N2CCCOC)cc1 (configuration not stated),12%,-69%,-3,62,15,95,81,3,62
CN(C(=O)c1coc(=O)c2ccccc12)c1ccc(F)cc1,11%,-9%,-6,111,2,99,97,6,111
CCC(C)NC(=O)c1c(C)cc(=O)oc1C (configuration not stated),-14%,0%,3,156,18,94,75,-3,156
O=C(CSc1ncccc1-c1nc2ccccc2[nH]1)N1CCN(c2ccccc2F)CC1,-1%,4%,-15,25,-13,64,78,15,25
Cc1[nH]n(-c2ccccc2)c(=O)c1/C=N/Nc1nncc(-c2ccccc2)n1,-11%,-38%,-6,183,x,x,x,6,183
CCn1nc(C(=O)OCC(=O)N2CCc3ccccc32)c2ccccc2c1=O,-5%,-38%,-53,157,-4,92,96,u,x
CCC1C(O)=C(c2ccccn2)C(=N)N1c1ccccc1 (configuration not stated),4%,-6%,x,x,-10,70,80,x,x
Cc1cc(C)c(S(=O)(=O)Nc2nnc(C)s2)c(C)c1,4%,-17%,3,91,6,94,88,-3,91
CC(C)(C)NC(=O)Cn1cnc([N+](=O)[O-])n1,-8%,12%,7,154,x,x,x,-7,154
Cc1sc(NC(=O)C2CCCCC2C(=O)O)c(C(N)=O)c1-c1ccccc1 (configuration not stated),-2%,-1%,-13,159,x,x,x,13,159

# Single values from the entries so far.
# In NFkB transloc pot, CCC(C)NC(=O)c1c(C)cc(=O)oc1C (configuration not stated) shows -3
# In IL1B NFkB inh, Cc1ccc2c(C)[nH]c(=O)cc2c1 shows 11
# In IL1B NFkB inh cell count 2 µM, CC(C)(C)NC(=O)Cn1cnc([N+](=O)[O-])n1 shows 154
# In MRP reversal with doxorubicin, CCn1nc(C(=O)OCC(=O)N2CCc3ccccc32)c2ccccc2c1=O shows 96

# Continuation.
SMILES,Bcl-B displacement,PLAP inhibitors HTS,IL1B NFkB inh,IL1B NFkB inh cell count 2 µM,MRP reversal,MRP reversal cytotoxicity,MRP reversal with doxorubicin,NFkB transloc pot,NFkB transloc pot cell count 2 µM
Cc1cc(C)cc(NC(=O)C2CCCN2C(=O)Oc2ccccc2)c1 (configuration not stated),2%,-24%,0,143,x,x,x,0,143
COc1ccccc1OC(C)C(=O)O (configuration not stated),4%,-14%,-8,176,x,x,x,8,176
Cn1c(SCC(=O)c2ccc3c(c2)Cc2ccccc2-3)nnc1-c1ccccc1,4%,16%,4,162,x,x,x,-4,162
CC(NC(=O)c1ccccc1Br)c1ccc2c(c1)CCCC2 (configuration not stated),4%,4%,7,173,x,x,x,-7,173
Cn1c(=O)c2c(nc(SCC(=O)N3c4ccccc4CCc4ccccc43)n2C)n(C)c1=O,2%,-32%,6,125,x,x,x,-7,125
CN(C)S(=O)(=O)c1ccc(C(=O)N2CCC(c3nc4ccccc4o3)CC2)cc1,0%,-58%,-5,160,39,63,24,5,160
CC(=O)N1CCN(c2ccc(S(=O)(=O)N3CCCCC3)cn2)CC1,x,x,-3,127,-1,88,88,3,127

# Screening results: PubChem BioAssay, several laboratories
